L3MBTL1 inh – inhibitors of human L3MBTL1 | Q9Y468 | AlphaScreen L3MBTL1–H3K9me1 peptide binding | Potency, µM (series often up to 57.1 µM), without a hit: top-dose activity, negative = inhibition, usual class: inhibitors | 230,000 tested, 0.66% active | AID 485360; also: % is scaled to controls: 0 for no effect and ±100 for the full control effect; nearly all actives have a fitted effect of over 60% in size
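First, the protein-peptide complex forms for 30 min at room temperature (L3MBTL1 50 nM, biotinylated H3K9me1 peptide 75 nM). Next, compounds are pin-transferred and incubated 30 min. Finally, AlphaScreen beads are added and read after 30 min.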
HTT ATP protect – protects HTT-Q103 PC12 cells, measured by ATP. PC12 HTT-Q103 induced, cytoprotection, ATP luminescence, 40 h. 230,000 tested, 0.14% active. AID 1471. Potency, µM (highest dose often 56.4 µM), inactives show cytoprotection (ATP increase), hits mostly activators;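 also: % of control where 0% means no effect; nearly all actives have a fitted effect of over 45% in size; toxic huntingtin expression switched on by the ecdysone agonist tebufenozide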
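Readout: ATPlite luminescence (ATP level). Model: stable PC12, inducible Htt exon1 Q103-GFP. Inducer: tebufenozide, 100 nM final. Compounds: dose series. No G418 in medium.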
Tau FP inhib – blocks human tau fibril formation measured by polarization | P10636 | K18 P301L tau heparin fibrillization, Alexa594 FP, 6 h | Potency, µM (highest dose often 57.7 µM), inactives show top-dose activity, negative = inhibition, hits mostly inhibitors | 280,000 tested, 0.39% active | AID 1468; also: % is scaled to controls: 0 for no effect and ±100 for the full control effect; nearly all actives have a fitted effect of over 55% in size
Target sequence (P10636 561-689 P618L limits assumed): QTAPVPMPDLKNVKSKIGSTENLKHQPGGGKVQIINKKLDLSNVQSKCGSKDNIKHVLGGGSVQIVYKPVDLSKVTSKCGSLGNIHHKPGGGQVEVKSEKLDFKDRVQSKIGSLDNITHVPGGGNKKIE
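Human K18 P301L fragment (15 uM unlabeled plus 0.24 uM Alexa 594-labeled) in 100 mM sodium acetate pH 7 with compound, aggregation induced by 20 uM heparin for 6 hr at 37 C. ThT (30 uM) added for 1 hr, then Alexa 594 FP read.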
RECQ1 helicase – blocks DNA unwinding by human RECQ1. RECQ1 DNA unwinding, red fluorescence kinetic read. Potency, µM (highest dose often 57.3 µM), for the others: top-dose activity, negative = inhibition, hits mostly inhibitors. 240,000 tested, 0.54% active. AID 2549;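 also: plate controls were vehicle for no effect and no enzyme for full effect; nearly all actives have a fitted effect of over 30% in size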
Target sequence (P46063 whole entry, looked up): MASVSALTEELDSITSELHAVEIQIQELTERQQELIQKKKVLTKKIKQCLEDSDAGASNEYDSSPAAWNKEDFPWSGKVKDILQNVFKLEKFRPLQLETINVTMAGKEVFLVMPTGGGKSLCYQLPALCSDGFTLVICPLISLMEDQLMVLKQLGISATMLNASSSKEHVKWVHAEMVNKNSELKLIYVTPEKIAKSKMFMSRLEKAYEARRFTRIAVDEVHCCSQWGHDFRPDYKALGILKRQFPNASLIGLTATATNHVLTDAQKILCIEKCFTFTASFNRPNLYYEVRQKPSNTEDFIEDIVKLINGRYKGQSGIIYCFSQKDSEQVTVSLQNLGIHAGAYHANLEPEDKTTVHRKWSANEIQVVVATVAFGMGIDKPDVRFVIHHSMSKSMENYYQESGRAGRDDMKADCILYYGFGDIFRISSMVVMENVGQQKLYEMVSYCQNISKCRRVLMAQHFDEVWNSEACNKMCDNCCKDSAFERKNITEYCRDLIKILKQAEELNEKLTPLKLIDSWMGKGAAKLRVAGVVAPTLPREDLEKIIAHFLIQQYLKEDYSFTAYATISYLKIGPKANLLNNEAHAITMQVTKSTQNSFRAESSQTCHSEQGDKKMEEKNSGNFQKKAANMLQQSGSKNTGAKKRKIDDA
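50 nM RECQ1T1 preincubated 15 min with compound in Tris pH 8.0 buffer with MgCl2, DTT, Tween-20 and 2.5 ug/ml poly(dI-dC); started with 200 nM TAMRA/BHQ-2 forked duplex and 2 mM ATP. Unwinding read as fluorescence (525/598 nm), two reads 2 h apart.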
TRb-SRC2 inh – inhibitors of human thyroid hormone receptor beta-SRC2 interaction; P10828; TRbeta-SRC2 peptide binding, fluorescence polarization; receptor liganded with 1 µM T3; Potency, µM (series often up to 106 µM), for inactives: at the top dose activity change, negative = inhibition, hits mostly inhibitors; 280,000 tested, 0.065% active; AID 1469;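 also: plate controls were bound peptide for no effect and peptide without receptor for full effect; nearly all actives have a fitted effect of over 50% in size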
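Assay buffer: 20 mM Tris-HCl, 100 mM NaCl, 10% glycerol, 1 mM EDTA, 0.01% NP-40, 1 mM DTT, 1 uM T3, 5% DMSO; TRb LBD 0.6 uM, Texas Red SRC2 20 nM; FP after 5 hr.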
Tau fluor cs – counter-screen for tau fibril formation inhibitors. tau K18 P301L Alexa594 fluorescence, heparin fibrillization. Potency, µM (top dose mostly 57.7 µM), for inactives: top-dose activity change, negative = decrease. 280,000 tested, 0.93% active. AID 1463; also: % is scaled to controls: 0 for no effect and ±100 for the full control effect; nearly all actives have a fitted effect of over 55% in size
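Human tau K18 P301L (15 uM unlabeled, 0.24 uM Alexa 594-labeled) in 100 mM sodium acetate pH 7 with 20 uM heparin, 6 hr at 37 C. ThT 30 uM added, 1 hr ambient; Alexa 594 FP and total fluorescence read at 555/632 nm.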
TexasRed fluor – alters Texas Red total fluorescence, flagging assay interference; TRb/SRC2 Texas Red total fluorescence interference; Potency, µM (top dose mostly 106 µM), without a hit: at the top dose fluorescence change, negative = quenching; 280,000 tested, 0.29% active; AID 1479; active = well fitted curve in either direction with a large enough effect; inconclusive = small, poorly fitted or top-dose-only effect; also: % is scaled to controls: 0 for no effect and ±100 for the full control effect
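Human TRβ ligand-binding domain (0.6 uM) and Texas Red SRC2 peptide (20 nM) in Tris buffer with 1 uM T3 and 5% DMSO were incubated with pinned compound for 5 hr at ambient temperature. Total fluorescence was computed as S + 2P (555/632 nm).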
Tau ThT inhib – tau fibrillization inhibition (ThT binding); P10636; recombinant tau K18 P301L, heparin-induced fibrillization, ThT fluorescence; Potency, µM (highest dose often 57.4 µM), for the others: at the highest dose activity, negative = inhibition, actives largely listed as inhibitors; 270,000 tested, 2.1% active; AID 1460; also: % is scaled to controls: 0 for no effect and ±100 for the full control effect; nearly all actives have a fitted effect of over 55% in size
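Fibril formation assay: tau K18 P301L at 15 uM with trace Alexa 594 label, heparin inducer 20 uM, pH 7 sodium acetate buffer, 37 C for 6 hr; endpoint ThT signal.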
An asterisk follows results filed as active; i = inactive; u = inconclusive; x = no result given; [ ] = remark or other dose. Unless noted, calls follow the shape of the dose curve; as a rule, active = well fitted curve in the direction sought with a large enough effect; inconclusive = small, poorly fitted or top-dose-only effect, or another doubt; inactive = no such curve, though single readings can be large; an effect the other way counts as inactive or inconclusive. Potency is read from the fitted curve at half-maximal effect. Some of the compounds tested, so the mix of outcomes need not match the whole.

molecule	L3MBTL1 inh	HTT ATP protect	Tau FP inhib	RECQ1 helicase	TRb-SRC2 inh	Tau fluor cs	TexasRed fluor	Tau ThT inhib
Nc1cc(C(=O)OCC(=O)NCC2CCCO2)ccc1Cl (configuration not stated)	u	-24.9%[10 µM]	1.3%	-1.4%	2.5%	-0.1%	1.6%	-7.8%
CCC(c1nnnn1CCOC)N1CCN(c2nc3ccccc3s2)CC1 (configuration not stated)	7.9%	9.3%[10 µM]	-3.2%	13.0%	7.2%	2.0%	-1.5%	-4.1%
COc1ccc(-n2ccnc2SCC(=O)NCc2ccc3c(c2)OCO3)cc1	-19.8%	13.0%	-9.9%	3.2%	-6.8%	-3.0%	-6.2%	1.9%
Cc1ccc(NC(=O)c2cccc(N3C(=O)CCC3=O)c2)nc1	x	-28.3%	-5.8%	-4.1%	-3.9%	-1.1%	-6.3%	1.4%
NC(=O)NCc1ccc(C(=O)OCc2ccncc2)cc1	-15.0%	x	9.0%	-2.2%	-3.9%	-2.6%	-0.3%	0.0%
Cc1ccc(N2C(=O)CS(=O)(=O)C23C(=O)N(C)c2ccccc23)cc1F (configuration not stated)	x	x	-5.0%	x	4.7%	-3.6%	-4.6%	-1.4%
CN(C)c1ccc(/C=C/C(=O)c2cccc(Br)c2)cc1	75.2%[activator]	3.7%	-1.5%	-12.9%	4.0%	u	-7.7%	u
CC(C)(C)[C@@H]1C=C(C(=O)N2CCN(Cc3ccc4c(c3)OCO4)CC2)O[C@H](OCc2ccc(CO)cc2)C1	-14.1%	5.9%[10 µM]	10.2%	-5.8%	-3.8%	-1.4%	-1.5%	-4.8%
COc1ccc(Cl)cc1N1C(=O)CC(N2CCc3ccccc32)C1=O (configuration not stated)	x	15.2%	3.5%	-16.2%	2.9%	-16.4%	-3.2%	-18.1%
NS(=O)(=O)c1ccc(N2CCCCCC2)c([N+](=O)[O-])c1	-8.5%	11.9%[10 µM]	-12.1%	-2.4%	-3.2%	-12.1%	-0.8%	u
Cc1ccccc1C(=O)NNC(=O)c1cc(N)cc([N+](=O)[O-])c1	-0.4%	x	11.3%	i	-3.4%	-12.2%	-1.8%	u
Cc1ccc(C(=O)OCC(=O)Nc2cccc(S(=O)(=O)NC3=NCCCCC3)c2)c(C)c1	x	4.1%	-7.4%	-8.2%	14.1%	-25.4%	2.1%	-3.6%
O=C(Nc1ccc(Cl)cc1)c1ccncc1	x	-9.4%	-2.5%	-0.6%	-3.8%	1.0%	0.7%	-1.9%
COc1cccc(OC)c1OCc1cc(C2C3CCCC=C3C(C#N)=C(N)C2(C#N)C#N)c(C)cc1C (configuration not stated)	-3.6%	u	-3.4%	-16.3%	0.5%	-11.2%	6.6%	u
O=C1CCCC(O)=C1N=Nc1cccc(C(=O)O)c1	8.91µM*	-50.4%[inhibitor]	-5.6%	31.6µM*	-26.8%	-16.3%	2.9%	u
O=C(COc1ccc(S(=O)(=O)NC2CCCCC2)cc1)NCCC1=CCCCC1	0.3%[11.4 µM]	1.2%[10 µM]	-1.9%	1.8%	-2.3%	-4.7%	-3.3%	-10.7%
CCOC(=O)N1CCN(S(=O)(=O)c2ccc(C(=O)Nc3nc4ccc(F)cc4s3)cc2)CC1	6.5%	-30.1%	u	7.7%	-4.3%	-26.0%	2.6%	-13.2%
O=C(/C=C/c1ccc(F)cc1)c1ccc(N2CCOCC2)cc1	-3.1%	6.3%[10 µM]	-11.8%	-1.8%	4.1%	-20.1%	-0.6%	u
Cc1nn(C)c(C(=O)Nc2ccn(Cc3c(F)c(F)cc(F)c3F)n2)c1[N+](=O)[O-]	x	-7.1%	7.6%	i	-8.9%	-2.8%	-0.3%	-4.9%
O=C(CSc1ncc2c(n1)-c1ccc(Cl)cc1N(Cc1ccccc1)S2(=O)=O)Nc1ccc(F)c(F)c1	x	x	u	x	0.3%	u	1.0%	11.0%
O=c1[nH]c(CCC2CCCC2)nc2ccccc12	3.0%	-10.0%[10 µM]	-3.9%	2.7%	12.5%	-5.3%	-1.4%	-0.1%
CCCCN(CC)CCCNC(=O)Cn1ncc2c([nH]c3ccc(C)cc32)c1=O	x	x	-0.9%	x	-3.0%	-5.4%	-3.6%	-6.4%
COc1ccc(OCCSc2nnc(-c3ccccc3)n2N)cc1	-3.7%	-3.3%	1.6%	-1.7%	6.1%	-6.7%	-1.2%	u
CC1CCc2nc(NC(=O)COc3ccc(C(C)(C)C)cc3)sc2C1 (configuration not stated)	x	x	-7.2%	x	-1.7%	-12.5%	-13.1%	u
O=C(C[n+]1cc(-c2ccc(Cl)cc2)n2c1CCC2)Nc1nc(-c2ccccc2)cs1	-24.1%	27.4%[10 µM]	-5.7%	-3.0%	-1.6%	-22.3%	0.0%	u
Cc1ccc(N(CC(=O)NCCSc2ccccn2)S(=O)(=O)c2ccc(F)cc2)cc1	8.6%	4.0%[10 µM]	-4.9%	-5.4%	7.5%	-22.8%	1.0%	-11.1%
Cc1nn(Cc2ccc(C(=O)NC(C)(C)C)o2)c(C)c1Br	5.3%	-25.1%	9.3%	i	-4.0%	3.7%	0.2%	-7.9%
CCOC(=O)N1CCC(NCCNC(=O)c2ccccc2Cl)CC1	12.7%	11.2%	-6.3%	i	-30.2%	-1.8%	-0.1%	1.4%
CC(C)Oc1ccc(C2C(C(=O)c3ccco3)=C(O)C(=O)N2Cc2cccnc2)cc1 (configuration not stated)	x	3.7%[0.074 µM]	-6.7%	i	-0.4%	-1.4%	3.5%	-5.5%
COc1cccc(NC(=O)c2ccc(CN3CCN(c4ccccc4)CC3)cc2)c1	-25.2%	-8.2%[10 µM]	9.0%	i	2.5%	u	-0.4%	-1.2%

Results in L3MBTL1 inh (2 entries from above):
| SMILES | L3MBTL1 inh |
| --- | --- |
| Cc1nn(Cc2ccc(C(=O)NC(C)(C)C)o2)c(C)c1Br | 5.3% |
| CCOC(=O)N1CCC(NCCNC(=O)c2ccccc2Cl)CC1 | 12.7% |

(listing goes on)
molecule	L3MBTL1 inh	HTT ATP protect	Tau FP inhib	RECQ1 helicase	TRb-SRC2 inh	Tau fluor cs	TexasRed fluor	Tau ThT inhib
O=C1C(Cc2ccccc2)NC(=S)N1Cc1ccccc1 (configuration not stated)	3.0%	25.2%[10 µM]	-5.0%	i	3.3%	-4.6%	0.2%	-4.5%
COc1ccc(NC(=O)O/N=C/c2c(C)nn(C(C)(C)C)c2C)cc1	-4.7%	-29.7%[10 µM]	-3.8%	-10.4%	1.6%	-21.5%	-0.8%	u
CC(=O)c1c(C)[nH]c(C(=O)OCC(=O)Nc2ccccc2Cl)c1C	-1.6%	-28.8%	-2.0%	i	0.0%	-5.7%	1.9%	-4.0%
CCCCCCN(C(=O)CCCCCN1C(=O)NC(c2ccc(-c3ccccc3)cc2)C(C(=O)OCc2ccccc2)=C1C)C(C(=O)NCCCC)C1CCCCC1 (configuration not stated)	x	-18.9%[10 µM]	-1.9%	-6.7%	6.7%	1.6%	2.1%	-7.4%
CCN(CC)c1cc(Oc2ccccc2)ncn1	32.2%[activator][11.4 µM]	4.0%	4.5%	-2.1%	-0.7%	1.9%	2.8%	4.5%
C=CCN(c1ccc(C(=O)OC)cc1)S(=O)(=O)c1ccccc1	x	-30.7%	-5.3%	-4.9%	-3.3%	-21.1%	-1.2%	-9.0%
CCN(CC)c1ccc(/C=N/NC(=O)c2cccc(S(=O)(=O)Nc3ccccc3OC)c2)cc1	-0.7%	-1.2%[10 µM]	11.4%	i	5.5%	u	-0.6%	u
COc1cc(OC)cc(C(=O)Nc2cc3c(cc2N2CCOCC2)n(C)c(=O)n3C)c1	x	x	7.1%	x	-5.1%	-15.2%	-1.8%	-14.8%
Cc1ccc2c(c1)C(C)(C)[C@]1(C)NC(=O)CCN21	-7.0%	19.0%	3.4%	-27.2%	10.7%	4.7%	20.9%	12.9%
Brc1ccc2cccnc2c1	1.9%	7.0%	-0.3%	0.3%	6.5%	0.5%	2.5%	-2.8%
Cc1occc1C(=O)NNC(=O)c1ccccc1F	1.3%	-34.0%[inhibitor]	1.8%	-19.6%	-3.6%	0.0%	-0.8%	0.5%
O=C(O)/C(=C\c1ccco1)NC(=O)c1cccc2ccccc12	u	-10.3%	6.6%	i	-14.5%[53 µM]	4.2%	-1.0%[53 µM]	-10.2%
COc1ccccc1N(Cc1ccccc1)S(=O)(=O)c1cccc(C(=O)Nc2ccc(C(C)=O)cc2)c1	-21.3%	9.4%[0.074 µM]	u	i	-8.2%	u	-1.4%	u
C=CCSC1=NC(=O)/C(=C/c2cccs2)S1	-1.3%	26.9%[10 µM]	u	-2.0%	-12.7%	-14.5%	0.1%	u
CCOC(=O)CCc1c(C)c2ccc(OCc3ccc([N+](=O)[O-])cc3)cc2oc1=O	-2.5%	-12.2%	-6.2%	i	-1.8%	-11.8%	-2.0%	u

Whole records, looked up by structure.
Entry for C=CCN(c1ccc(C(=O)OC)cc1)S(=O)(=O)c1ccccc1 → L3MBTL1 inh = x; HTT ATP protect = -30.7%; Tau FP inhib = -5.3%; RECQ1 helicase = -4.9%; TRb-SRC2 inh = -3.3%; Tau fluor cs = -21.1%; TexasRed fluor = -1.2%; Tau ThT inhib = -9.0%
Entry for CCCCCCN(C(=O)CCCCCN1C(=O)NC(c2ccc(-c3ccccc3)cc2)C(C(=O)OCc2ccccc2)=C1C)C(C(=O)NCCCC)C1CCCCC1 (configuration not stated) → L3MBTL1 inh = x; HTT ATP protect = -18.9%[10 µM]; Tau FP inhib = -1.9%; RECQ1 helicase = -6.7%; TRb-SRC2 inh = 6.7%; Tau fluor cs = 1.6%; TexasRed fluor = 2.1%; Tau ThT inhib = -7.4%

Screening results from PubChem.
